CHRM5 antagonist = CHRM5 antagonism in calcium assay. P08912. actives 0.59% (n = 360,000). inhibition, % at 3 µM. CHO-hM5 cells, Fluo-8 calcium fluorescence, ACh EC80;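 active = inhibition above a per-plate cutoff, the mean of that plate's test compounds plus 3 SD, cut at about 27% in these data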;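 also: 0% = acetylcholine EC80 with DMSO and 100% = DMSO without agonist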
M4 ag = agonists of human muscarinic M4 receptor (CHRM4); P08173; CHO-K1 hM4/Gqi5, Fluo-8 calcium fluorescence; vehicle 0%, full acetylcholine response 100%; activation, % at 3 µM; actives 0.14% (n = 360,000); AID 624127;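 active = activation above the run mean over all test wells plus 3 SD, cut at about 32% in these data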;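 also: peak over basal fluorescence ratio per well then scaled between controls; 0% = DMSO wells and 100% = acetylcholine at EC100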
CRFBP-R2 agonist = agonists of human CRF-binding protein/CRF-R2 receptor complex; HEK293 CRF-R2/CRF-BP, calcium dye fluorescence (FLIPR); percent of saturating CRF peptide response; activation, % at 13.2 µM; actives 0.46% (n = 350,000); AID 588473;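 active = activation of at least 50%, plus an integration ratio under a set limit after plate pattern correction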;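 also: plate controls were neutral control wells without compound for no effect and CRF at EC100 for full effect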
M5 PAM = potentiates acetylcholine response at human M5 receptor | P08912 | CHO-K1 hM5, Fluo-8 calcium, ACh EC20 PAM; 0% = ACh EC20, 100% = ACh EC100 | activation, % at 3 µM | actives 0.3% (n = 360,000) | AID 624038;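 active = activation above the run cutoff, the mean activation of all test compounds plus 3 SD, cut at about 18% in these data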
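Test system: CHO-K1 hM5 cells / Doses: single-point, 3 µM nominal / Times: Post-acetylcholine fluorescence recording 140 s / Technique: Fluo-8 calcium fluorescence / Measure: Max/basal fluorescence ratio as % of EC20–EC100 ACh window / Benchmarks: low control EC20 acetylcholine (0%), high control EC100 acetylcholine (100%) / Replicates: one well per compound, no replicates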
CHRM4 PAM = CHRM4 positive allosteric modulation | actives 0.4% (n = 360,000) | activation, % at 3 µM | AID 624126 | P08173 | CHO-K1 hM4/Gqi5, Fluo-8 calcium fluorescence, ACh EC20; 0% = ACh EC20, 100% = maximal ACh;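 active = activation above its plate's cutoff, the mean activation of sample wells plus 3 SD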; also: some results filed as inactive read as strong as hits
CRFBP-R2 block = antagonists of CRF-binding protein/CRF-R2 receptor complex. actives 0.59% (n = 350,000). HEK293 CRF-R2/CRF-BP, CRF-induced calcium fluorescence. inhibition, % at 11.8 µM. AID 588475;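 active = inhibition of the ligand-induced calcium signal above about 50% at the single tested concentration, limit read from the data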
CHRM4 antagonist = CHRM4 antagonism in calcium assay. inhibition, % at 3 µM. CHO-hM4 cells, ACh EC80, Fluo-8 calcium fluorescence. actives 0.73% (n = 360,000);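 active = inhibition above its plate's cutoff, the mean inhibition of sample wells plus 3 SD, cut at about 27% in these data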;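 also: 0% = acetylcholine EC80 with DMSO and 100% = DMSO without agonist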
CHRM5 agonist = agonists of human muscarinic M5 receptor (CHRM5); CHO-K1 hM5 cells, Fluo-8 calcium fluorescence; 0% DMSO wells, 100% maximal acetylcholine response; activation, % at 3 µM; actives 0.19% (n = 360,000); AID 624037;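 active = activation above the run's mean over test compounds plus 3 SD, cut at about 23% in these data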;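 also: signal is peak over basal fluorescence ratio across the kinetic read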
IDE cell inh = inhibitors of human insulin-degrading enzyme in cells; P14735; HEK cells, FAbetaB cleavage, fluorescence polarization; inhibition, % at 5.59 µM; actives 0.41% (n = 320,000); AID 434962;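 active = percent inhibition above the average of all tested compounds plus 3 SD, set per screening campaign, cut at about 16% in these data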;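 also: IDE supplied by intact live HEK cells; FP after avidin binding of uncleaved biotin substrate so inhibition keeps polarization high; 0% = DMSO wells and 100% = 60 µM reference IDE inhibitor Ii1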
Target sequence (P14735 whole entry, looked up): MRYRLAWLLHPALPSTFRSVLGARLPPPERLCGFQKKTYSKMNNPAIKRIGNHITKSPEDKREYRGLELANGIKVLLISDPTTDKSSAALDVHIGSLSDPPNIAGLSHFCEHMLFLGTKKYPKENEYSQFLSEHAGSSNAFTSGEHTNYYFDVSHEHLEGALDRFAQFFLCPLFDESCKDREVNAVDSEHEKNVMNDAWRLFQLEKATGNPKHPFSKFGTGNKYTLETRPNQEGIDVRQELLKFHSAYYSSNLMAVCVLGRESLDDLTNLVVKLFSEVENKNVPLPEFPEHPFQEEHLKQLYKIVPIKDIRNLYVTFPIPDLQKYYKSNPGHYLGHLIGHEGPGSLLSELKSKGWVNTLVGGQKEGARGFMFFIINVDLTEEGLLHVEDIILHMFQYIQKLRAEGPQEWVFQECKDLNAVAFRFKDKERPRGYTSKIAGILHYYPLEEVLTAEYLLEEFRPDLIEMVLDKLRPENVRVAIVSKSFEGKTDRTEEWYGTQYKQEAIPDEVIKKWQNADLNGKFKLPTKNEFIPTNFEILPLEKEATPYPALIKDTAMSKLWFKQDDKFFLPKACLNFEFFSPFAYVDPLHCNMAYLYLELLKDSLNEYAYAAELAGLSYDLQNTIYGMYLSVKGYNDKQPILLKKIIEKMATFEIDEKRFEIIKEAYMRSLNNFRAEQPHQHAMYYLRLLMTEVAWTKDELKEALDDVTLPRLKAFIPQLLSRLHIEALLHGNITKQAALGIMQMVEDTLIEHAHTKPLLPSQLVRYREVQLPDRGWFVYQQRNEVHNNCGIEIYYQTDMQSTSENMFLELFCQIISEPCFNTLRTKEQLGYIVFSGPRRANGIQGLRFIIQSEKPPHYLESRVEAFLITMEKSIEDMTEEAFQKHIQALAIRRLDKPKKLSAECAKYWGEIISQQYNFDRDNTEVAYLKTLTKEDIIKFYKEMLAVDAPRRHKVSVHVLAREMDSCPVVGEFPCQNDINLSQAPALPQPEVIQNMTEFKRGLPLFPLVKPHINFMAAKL
* hit, by the source's call; · = no result given. Compounds were not picked by outcome (roughly 2.9% active in at least one column).

#	CHRM5 antagonist	M4 ag	CRFBP-R2 agonist	M5 PAM	CHRM4 PAM	CRFBP-R2 block	CHRM4 antagonist	CHRM5 agonist	IDE cell inh	mol
1	-3	6	-2.5	-2	0	0	-6	4	-1	CCN(C(=O)COC(=O)CNS(=O)(=O)c1ccc2ccccc2c1)C1CCCCC1
2	0	0	13	1	3	-7	-10	-1	2	CC[n+]1ccccc1/C=C1\Sc2ccc(C)cc2N1C
3	-1	1	-1.9	-2	14	11	-7	4	-2	CCOCCCNC(=O)CCS(=O)(=O)Cc1ccc(C)cc1
4	-5	4	0.0	-5	7	-29	-15	3	5	O=C(Nc1nc2ccc(S(=O)(=O)N3CCCC3)cc2s1)c1cccs1
5	-2	-2	1.3	-3	-7	-25	-12	-2	23*	Cc1c(C(=O)Nc2ccc(-c3nnc4n3CCCCC4)cc2)oc2c1ccc1ccccc12
6	21	9	1.1	-17	-1	23	-1	0	2	Cc1cccc(-c2noc(CCC(=O)Nc3ccc(C(N)=O)cc3)n2)c1
7	15	26	16	-25	-17	-10	25	13	-1	COc1nc(N)c(C#N)c(-c2ccc(N(C)CCC#N)cc2)c1C#N
8	32*	13	16	-16	-20	-5	5	-1	6	CC1(C)C(=O)OC(c2ccccc2)C(C)(C)C1=O (stereo unspecified)
9	0	1	-0.8	2	5	14	-8	-1	·	CC(=O)Nc1cccc(NC(=O)C2CCCO2)c1 (stereo unspecified)
10	11	0	-0.5	0	-1	-4	-2	-2	7	CCC(C(=O)NC1CCCC1)N(C(=O)Cn1nnc(-c2ccc(C)o2)n1)c1cccc(OC)c1 (stereo unspecified)
11	2	0	0.4	3	-10	6	10	-1	0	O=C1CC(c2ccco2)=Nc2ccccc2N1
12	-3	0	-0.2	5	18	8	16	0	-3	COc1ccc(-n2c(N)c(-c3nc4ccccc4n3C)sc2=S)cc1
13	-2	-1	0.6	-3	0	-11	-10	-7	-4	Cc1ccc(Cl)cc1N1CCN(C(=O)COc2ccc3c(c2)CCC3)CC1
14	-1	1	0.3	-3	8	-4	-22	-3	·	CCN(CC)CCNc1ccc(CO)c2oc3cc(Cl)ccc3c(=O)c12
15	-1	1	-2.4	0	2	20	23	0	1	O=C(O)C1CC=CCC1C(=O)NNS(=O)(=O)c1ccccc1 (stereo unspecified)
16	0	2	1.1	7	3	-2	-13	-2	-1	COc1ccc(CN2CC(C(N)=O)Oc3ccccc32)cc1F (stereo unspecified)
17	8	5	-1.0	5	-1	10	-3	-2	13	O=C(CCc1ccc(S(=O)(=O)N2CCOCC2)cc1)N1CCc2ccccc2C1
18	0	11	·	-8	5	·	-6	4	·	O=C(Cc1cccc2c(=O)cc(-c3ccccc3)oc12)OCCN1CCOCC1
19	6	-1	2.0	-8	-1	-24	-8	0	2	O=C1C2C3C=CC(C3=C(c3ccccc3)c3ccccc3)C2C(=O)N1Cc1ccccc1 (stereo unspecified)
20	3	4	·	-4	0	·	-2	-3	·	CC(C(=O)NCc1ccccc1)n1c(CSCCOc2ccccc2)nc2ccccc21 (stereo unspecified)
21	2	4	5.8	-2	-1	-11	-2	-9	3	CC1CCCCN1CCNC(=O)c1ccc2c(=O)n(Cc3ccc(Cl)cc3)c(=S)[nH]c2c1 (stereo unspecified)
22	5	7	-0.1	-1	4	-4	-19	0	·	Cc1ccc([C@H]2N[C@]3(CCCN(Cc4ccc(F)cc4)C3=O)[C@H]3C(=O)N(Cc4ccccc4)C(=O)[C@@H]23)cc1
23	-1	4	·	1	-3	·	5	-1	·	O=C(NC(c1ccc(F)cc1)c1ccc2ccccc2n1)C1CCN(CCOc2ccc(Cl)cc2Cl)CC1 (stereo unspecified)
24	15	1	-3.5	-8	5	9	-6	-4	8	CC(C)(C)n1nc2c(c1NC(=O)c1ccccc1C(F)(F)F)CS(=O)(=O)C2
25	10	1	·	-1	2	·	-2	1	·	COC(=O)C[C@H]1C=C[C@H](NC(=O)Nc2ccccc2OC)[C@@H](CO)O1
26	4	0	0.4	5	10	-21	6	-9	6	O=[N+]([O-])c1ccc(Oc2ccc(F)cc2)c2ccncc12
27	3	0	·	-1	7	·	-7	2	·	NC(=O)c1ccc(NCCc2ccco2)cc1
28	-13	1	3.3	4	9	6	-7	3	-4	O=C(CC(NC(=O)c1ccccc1)c1ccccc1)Nc1cccc2ccccc12 (stereo unspecified)
29	6	1	0.8	3	5	-17	0	-4	-1	NCCc1nnc(SCC(=O)c2ccc(Cl)cc2)o1
30	10	6	-1.4	-3	-8	9	8	-1	1	CC(=O)c1ccc(OCCNS(=O)(=O)c2ccc(-n3cnnn3)c(C)c2)cc1
31	-2	2	-0.9	0	-1	8	-2	-1	-2	CCOC(=O)c1nnn(-c2nn3nnnc3c3ccccc23)c1C
32	-1	0	0.1	-1	-1	-18	3	1	1	CC1CC(C)CN(c2ncnc3c2cnn3-c2ccc(Cl)cc2)C1 (stereo unspecified)
33	5	1	3.2	-20	-20	-9	73*	-16	2	COc1ccc2c(c1)C=C(CN1CCN(C3CCCC3)C(CCO)C1)CO2 (stereo unspecified)
34	10	2	0.3	-4	0	-18	0	2	2	Cc1cc(Cl)ccc1NC(=O)CN1C(=O)NC2(CCCc3ccccc32)C1=O (stereo unspecified)
35	17	6	·	-5	5	·	-8	5	·	Nc1ncnc2c1ccn2[C@H]1CN(Cc2ccc(Cl)cc2)C[C@@H](CO)O1
36	4	2	-6.0	-4	6	6	1	3	-1	NC(=O)NC(=O)COC(=O)CCCc1c[nH]c2ccccc12
37	5	0	-5.8	3	-6	16	0	-2	1	CN(Cc1ccccc1)C(=S)Nc1cccnc1
38	4	2	-1.1	-8	-2	8	-8	0	-4	COc1c2c(c(C)c3c1C(=O)OC3)O[C@@]1(C)CC[C@@]3(O)C(C)(C)OC(=O)CC[C@]3(C)[C@H]1C2
39	-2	1	1.6	4	1	-6	-6	7	3	CSCCC(NC(=O)COc1ccccc1)C(=O)O (stereo unspecified)
40	1	0	0.1	2	3	0	-5	0	4	NC(=O)c1ccc(NC(=O)COC(=O)CCN2C(=O)c3ccccc3C2=O)cc1

Profiles, looked up by structure.
`NCCc1nnc(SCC(=O)c2ccc(Cl)cc2)o1` reads CHRM5 antagonist: 6; M4 ag: 1; CRFBP-R2 agonist: 0.8; M5 PAM: 3; CHRM4 PAM: 5; CRFBP-R2 block: -17; CHRM4 antagonist: 0; CHRM5 agonist: -4; IDE cell inh: -1
`CC1CC(C)CN(c2ncnc3c2cnn3-c2ccc(Cl)cc2)C1` (stereo unspecified) reads CHRM5 antagonist: -1; M4 ag: 0; CRFBP-R2 agonist: 0.1; M5 PAM: -1; CHRM4 PAM: -1; CRFBP-R2 block: -18; CHRM4 antagonist: 3; CHRM5 agonist: 1; IDE cell inh: 1

New compounds follow:
#	CHRM5 antagonist	M4 ag	CRFBP-R2 agonist	M5 PAM	CHRM4 PAM	CRFBP-R2 block	CHRM4 antagonist	CHRM5 agonist	IDE cell inh	mol
41	0	0	-0.9	0	6	1	-4	-10	-4	Cc1n[nH]c(C)c1S(=O)(=O)N1CCN(c2ccccn2)CC1
42	0	1	0.8	10	9	19	2	0	6	CN(C)c1ccc(CN(CC2CCCO2)C(=O)c2cccs2)cc1 (stereo unspecified)
43	7	1	0.7	0	-2	1	-8	-4	1	O=C(NC1CCCC1)c1ccc(Cl)s1
44	2	6	0.2	-4	-4	-47	-1	-2	1	COc1cc(/C=C2/C(=N)N3C=CSC3=NC2=O)ccc1OCCCOc1c(C)cccc1C
45	-3	1	-0.7	0	12	15	-2	-2	-1	O=C(NCCN1CCNCC1)c1ccccn1
46	-2	3	0.2	2	6	2	-7	-3	-4	Cc1cccc(NS(=O)(=O)c2cccc(C(=O)NCC(c3ccco3)N(C)C)c2)c1 (stereo unspecified)
47	0	0	0.6	3	7	-4	1	0	4	CCc1nnc(NC(=O)C2CCCN2C(=O)Nc2ccccc2OC)s1 (stereo unspecified)
48	9	-1	-0.8	-6	8	-21	-3	0	-1	CC1=CC2=NC(=O)/C(=C\c3cc(C)n(-c4cccc(Cl)c4)c3C)C(=N)N2O1
49	5	0	·	2	5	·	-1	-3	·	CCc1nc2c(OCc3ccc(F)cc3)cccn2c1N(C)C(=O)CC(C)C
50	2	9	1.8	0	-6	4	8	-2	3	O=C(Nc1ccccc1C(=O)N/N=C/c1ccc(O)cc1)c1ccccc1
51	11	0	0.3	0	0	54*	1	-5	-3	CN(C)c1c([N+](=O)[O-])ncn1C
52	8	3	9.5	-3	7	-33	-13	-2	4	O=C(C1CCN(S(=O)(=O)c2ccc(Br)s2)CC1)N1CCN(c2ccccc2)CC1
53	5	9	-0.4	8	6	23	-9	4	-4	Cc1ccc(C(C)C)c(OCC(=O)OCC(=O)NC2CC2)c1
54	-6	1	1.4	12	0	-7	-12	-2	-1	CC(C)CCNC(=O)CCCCn1c(=O)[nH]c2ccsc2c1=O
55	14	1	-0.2	-8	2	13	-13	-1	1	CC(=O)NCc1ccc(C(=O)COC(=O)COc2ccccc2)s1
56	-7	0	0.0	7	6	30	-6	4	-9	Cc1cccn2c(=O)nc(SCC(=O)Nc3ccc4c(c3)OCO4)nc12
57	9	3	3.2	6	0	5	-2	-3	-1	Cc1ccc(S(=O)(=O)N(C)C)cc1NC(=O)COc1cccc(-n2cnnn2)c1
58	10	0	-0.6	0	-2	-4	6	-3	-5	O=C(NCc1nnc(SCC(=O)N2CCCCCC2)o1)c1ccccc1F
59	9	0	-0.1	6	-1	-3	1	-2	2	O=C(Nc1ccc(S(=O)(=O)Nc2ncccn2)cc1)C(F)(F)F
60	4	1	-0.1	10	-3	2	-2	2	-2	Cc1nnc(SCC(=O)O)o1

High-throughput results: PubChem, several laboratories
